From PubChem
Anesthetic bind: qHTS Assay for Identification of Novel General Anesthetics; Potency, µM (doses to about 77.5 µM), inactives show at the top dose activity change, negative = displacement, usual class: inhibitors; AID 485281, 2010; apoferritin/1-aminoanthracene competitive binding, fluorescence; Ferritin light chain (Equus caballus), P02791; 350,000 compounds, 0.074% hits; note: % is set by controls: 0 for no effect and ±100 for the full control effect; nearly all actives have a fitted effect of over 20% in size
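Apoferritin-based anesthetic binding model; compound displacement of fluorescent 1-AMA measured as endpoint fluorescence after 10 minutes at room temperature, scaled to free-ligand and complex controls.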
POLK inh: qHTS for Inhibitors of Polymerase Kappa. purified Pol kappa, fluorescent DNA synthesis assay, 10 min. DNA polymerase kappa (Homo sapiens), Q9UBT6. 400,000 compounds, 0.53% hits. Potency, µM (series often up to 107 µM), inactives show at the top dose activity, negative = inhibition, hits mostly inhibitors; note: % is set by controls: 0 for no effect and ±100 for the full control effect
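50 nM final substrate added after 15 min RT preincubation of 10 nM Pol kappa with compound; fluorescence read at 0 and 10 min.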
APEX1 inh: qHTS Assay for Inhibitors of the Human Apurinic/apyrimidinic Endonuclease 1 (APE1); DNA repair nuclease/redox regulator APEX1 (Homo sapiens), P27695; recombinant APE1, TAMRA/BHQ-2 abasic DNA cleavage fluorescence; Potency, µM (titrated, usually from 65.8 µM), without a hit: at the highest dose activity change, negative = inhibition, actives largely listed as inhibitors; 350,000 compounds, 0.35% hits;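 note: plate controls were vehicle for no effect and reference inhibitor for full effect; nearly all actives have a fitted effect of over 55% in size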
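Substrate: short duplex with […] THF abasic site, 5'-TAMRA and 3'-BHQ-2, 50 nM final. APE1 at 0.75 nM, preincubated 15 min RT with compound. Fluorescence increase from first to third read measured activity.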
Pol eta inh: qHTS for Inhibitors of Polymerase Eta | recombinant Pol eta, fluorescent DNA replication assay | Potency, µM (titrated, usually from 114 µM), for the others: top-dose activity change, negative = inhibition, usual class: inhibitors | 390,000 compounds, 1.2% hits; note: % is set by controls: 0 for no effect and ±100 for the full control effect
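Pol eta (10 nM) was preincubated with compounds for 15 min at room temperature, after which fluorescent replication substrate (50 nM final) was added to start the reaction. Fluorescence was read kinetically at 0 and 10 min.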
BLM helicase inh: qHTS Assay for Inhibitors of Bloom's syndrome helicase (BLM); 350,000 compounds, 0.2% hits; Potency, µM (titrated, usually from 56.1 µM), inactives show at the top dose activity change, negative = inhibition, most hits filed as inhibitors; recombinant BLM DNA unwinding, fluorescence dequenching; RecQ-like DNA helicase BLM (Homo sapiens), P54132; AID 2528, 2010;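 note: plate controls were vehicle for no effect and no enzyme for full effect; nearly all actives have a fitted effect of over 35% in size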
BAZ2B inh: qHTS Assay for Inhibitors of BAZ2B; Bromodomain adjacent to zinc finger domain protein 2B (Homo sapiens), Q9UIF8; AlphaScreen BAZ2B-H3K14Ac peptide displacement; Potency, µM (titrated, usually from 114 µM), for the others: at the highest dose activity change, negative = inhibition, most hits filed as inhibitors; 360,000 compounds, 4.4% hits; note: % is set by controls: 0 for no effect and ±100 for the full control effect; nearly all actives have a fitted effect of over 60% in size
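AlphaScreen displacement of biotin-H3(5-23)K14Ac peptide (50 nM final) from BAZ2B (50 nM final) in PBS pH 7.4, 0.01% Tween-20; complex preformed 30 min RT, then compounds (top 110 uM) 30 min RT, beads 20 min dark.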
POLB inh: qHTS Assay for Inhibitors of DNA Polymerase Beta; P06746; Pol beta primer extension/strand displacement, fluorescence kinetic; Potency, µM (series often up to 114 µM), for inactives: at the top dose activity change, negative = inhibition, hits mostly inhibitors; 340,000 compounds, 1.3% hits; note: % is set by controls: 0 for no effect and ±100 for the full control effect
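Reaction started by 50 nM substrate onto compound-treated Pol beta (10 nM, 15 min preincubation, room temperature); plates read at 0 min and 10 min. Normalized concentration-effect data fitted by four-parameter Hill equation.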
G9a inh: qHTS Assay for Inhibitors of Histone Lysine Methyltransferase G9a; G9a H3K9 monomethylation, AlphaScreen, 2 h; Potency, µM (highest dose often 102 µM), for inactives: at the top dose activity, negative = inhibition, actives largely listed as inhibitors; Histone-lysine N-methyltransferase EHMT2 (Homo sapiens), Q96KQ7; AID 504332, 2011; 350,000 compounds, 8.8% hits; note: % is set by controls: 0 for no effect and ±100 for the full control effect; nearly all actives have a fitted effect of over 75% in size
Target sequence (Q96KQ7 913-1193 limits assumed): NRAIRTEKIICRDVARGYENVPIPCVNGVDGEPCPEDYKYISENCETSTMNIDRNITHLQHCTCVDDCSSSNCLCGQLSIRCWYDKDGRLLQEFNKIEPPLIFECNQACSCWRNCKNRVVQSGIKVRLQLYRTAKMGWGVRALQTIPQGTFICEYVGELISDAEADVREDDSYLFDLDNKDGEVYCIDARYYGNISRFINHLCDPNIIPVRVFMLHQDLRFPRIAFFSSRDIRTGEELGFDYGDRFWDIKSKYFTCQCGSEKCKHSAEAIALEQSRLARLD
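Using a bead-based AlphaScreen, monomethylated H3K9 product from 2 h room-temperature reactions (G9a 20 nM, peptide 500 nM, SAM 20 uM) was detected with 0.5 ug/mL rabbit anti-H3K9me1 antibody.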
POLI inh: qHTS for Inhibitors of Polymerase Iota | Potency, µM (series often up to 115 µM), inactives show top-dose activity, negative = inhibition, hits mostly inhibitors | DNA polymerase iota (Homo sapiens), Q9UNA4 | AID 588590, 2011 | Pol iota fluorescent replication assay, 10 min | 390,000 compounds, 1% hits
Target sequence (Q9UNA4 whole entry, looked up): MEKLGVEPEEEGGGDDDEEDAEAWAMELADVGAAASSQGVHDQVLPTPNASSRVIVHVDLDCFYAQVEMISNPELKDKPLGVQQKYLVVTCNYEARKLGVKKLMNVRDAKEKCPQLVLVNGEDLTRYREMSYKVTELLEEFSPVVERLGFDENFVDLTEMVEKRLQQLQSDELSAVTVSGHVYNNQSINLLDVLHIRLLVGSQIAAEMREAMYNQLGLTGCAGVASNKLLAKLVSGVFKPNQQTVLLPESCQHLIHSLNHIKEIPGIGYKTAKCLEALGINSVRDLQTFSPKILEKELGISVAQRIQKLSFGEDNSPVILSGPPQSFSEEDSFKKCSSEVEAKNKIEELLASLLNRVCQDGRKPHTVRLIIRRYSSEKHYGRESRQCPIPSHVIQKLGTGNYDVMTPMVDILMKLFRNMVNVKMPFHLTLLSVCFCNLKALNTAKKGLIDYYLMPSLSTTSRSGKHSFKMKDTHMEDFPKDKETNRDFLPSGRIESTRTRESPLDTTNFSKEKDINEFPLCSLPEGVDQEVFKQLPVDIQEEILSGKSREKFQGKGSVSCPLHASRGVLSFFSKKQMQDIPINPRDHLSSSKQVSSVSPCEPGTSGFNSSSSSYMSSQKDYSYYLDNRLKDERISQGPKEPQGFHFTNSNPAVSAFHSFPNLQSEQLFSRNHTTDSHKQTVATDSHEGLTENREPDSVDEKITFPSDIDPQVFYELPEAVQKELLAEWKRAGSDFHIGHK
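Pol iota at 10 nM preincubated 15 min with compounds at room temperature; reaction started with fluorescent substrate, 50 nM final. Fluorescence read kinetically at 0 and 10 min; buffer-only wells as negative control.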
* marks the source's active call; other numbers are inactive results; ? = inconclusive; / = no result given; & = joins results of further samples; [ ] = dose if it differs, or a comment. Calls come from the whole dose curve; as a rule, active = well fitted curve in the direction sought with a large enough effect; inconclusive = small, poorly fitted or top-dose-only effect, or another doubt; inactive = no such curve, though single readings can be large; an effect the other way counts as inactive or inconclusive. Potency is the fitted concentration of half-maximal effect. The list is partial (hit frequency here may not be typical).

cpd	Molecule	Anesthetic bind	POLK inh	APEX1 inh	Pol eta inh	BLM helicase inh
1	CCOC(=O)c1c(C)[nH]c(C)c1S(=O)(=O)N(C)CC(=O)Nc1cc(Cl)ccc1C	6%	-1%	/	-19%	-2%
2	O=C(NCc1ccco1)C(=S)N1CCCCC1	-11%	1%	5%	-21%	-4%
3	c1ccc2nc(-c3nccs3)ccc2c1	?	8%	-3%	-11%	-4%
4	CO[C@H]1C=CO[C@@]2(C)Oc3c(C)c(O)c4c(O)c(c5c(nc6cc(C)ccn65)c4c3C2=O)NC(=O)C(C)=CC=C[C@H](C)[C@H](O)[C@@H](C)[C@@H](O)[C@@H](C)[C@H](OC(C)=O)[C@@H]1C	?	/	-9%	/	-5%
5	CCc1cc2c(NCC(=O)O)ncnc2s1	-13%	-2%	18%	-12%	-3%
6	COC(=O)c1cccc(S(=O)(=O)N(Cc2ccco2)Cc2cc3ccc(OC)cc3[nH]c2=O)c1	-17%	15%	1%	-11%	-2%
7	COc1ccc(Cc2nnc(NC(=O)c3ccc(Cl)c([N+](=O)[O-])c3)s2)cc1	-8%	-10%	-3%	-15%	-2%
8	CCCNC(=O)C1CCN(S(=O)(=O)c2ccc3nc4c(c(C(=O)O)c3c2)CCCCC4)CC1	1%	-10%	-4%	-22%	0%
9	Cc1cc(C)cc(N(CC(=O)N2CCc3ccccc32)S(=O)(=O)c2c(C)noc2C)c1	-2%	-10%	0%	-8%	-4%
10	CCOC(=O)N1CCN(C(=O)c2ccccc2NC(=O)COc2ccccc2C)CC1	-7%	-17%	-2%	-9%	-7%
11	O=C(Nc1ccc(F)cc1F)N1CCCN(c2ccc([N+](=O)[O-])cn2)CC1	-13%	-4%	1%	-10%	-2%
12	Cc1ccc(N2CCN(C(=O)c3cc(COc4c(C)cccc4C)on3)CC2)c(C)c1	-13%	-10%	6%	-24%	-9%

cpd	BAZ2B inh	POLB inh	G9a inh	POLI inh
1	-12%	1%	-8%[59 µM]	17%
2	-6%	-16%	-34%	138%[activator]
3	13%	9%	-6%[59 µM]	18%
4	?	-1%	-7%[59 µM]	/
5	-2%	-1%	?	10%
6	-1%	-9%	-7%	-11%
7	0%	16%	4%[12.7 µM]	8%
8	7%	2%	-14%	6%
9	-22%	11%	?	-7%
10	0%	-1%	6%	-10%
11	-5%	-23%	1%	-15%[58.9 µM]
12	-4%	0%	31%	27%

Continued.
cpd	Molecule	Anesthetic bind	POLK inh	APEX1 inh	Pol eta inh	BLM helicase inh
13	CC(=O)C1C(c2ccc(Cl)cc2)NC(=O)NC1(O)C(F)(F)F (stereo unspecified)	-1%	-22%	-1%	-4%	2%
14	Fc1ccc(NCc2cccnc2)cc1F	?	-8%	5%	-10%	0%
15	N=c1c(C(=O)NCCN2CCOCC2)cc2c(=O)n3ccccc3nc2n1Cc1ccc(F)cc1	3%	-5%	8%	-16%	2%
16	CCCCC(=O)NC(=S)Nc1ccc(S(=O)(=O)N2CCCC2)cc1	-3%	-3%	-5%	-18%	-7%
17	Cc1c(C2CCN(CCc3ccccc3)CC2)noc1-c1ccc(Cl)cc1	-5%	0%&-11%[19.4 µM]	1%&-1%	/	3%
18	Cc1ccccc1Nc1nc(-c2sc(NC(=O)c3ccccc3)nc2C)cs1	-20%	/	-2%	/	-8%
19	O=C(c1cccc2ccccc12)N1CCN(c2ccc([N+](=O)[O-])c(NCc3ccco3)c2)CC1	-2%	-1%	-5%	-16%	2%
20	CCCCN(c1ccccc1)S(=O)(=O)c1ccc2c(c1)CC(C)N2C(=O)C1CC1 (stereo unspecified)	136%[activator]	-3%	/	-32%	-5%
21	Cc1nnc(NC(=O)c2cc(S(=O)(=O)N3CCCCC3)ccc2Cl)s1	-9%	-8%	18%	-6%	-1%
22	O=C(Nc1ccc2oc(-c3ccncc3)nc2c1)c1ccc2c(c1)OCO2	-10%	-13%	-6%	-15%	4%
23	CCOC(=O)c1ccc(NC(=O)N2CCN(C3CCCCC3)CC2)cc1	-3%	-13%	12%	-3%	0%
24	O=C(CCCC(=O)NC1CCCC1)NC1CCCC1	-6%	-19%	-1%	-13%	1%

cpd	BAZ2B inh	POLB inh	G9a inh	POLI inh
13	2%	-29%	?	13%
14	?	12%	?	?
15	1%	20%	7%	46%[activator]
16	-4%	0%	10%[59 µM]	-1%
17	/	/	?	/
18	?	8%	35µM*	/
19	-34%	0%	-13%	5%
20	1%	0%	0%[59 µM]	16%
21	-16%	-11%	18%	-10%
22	?	?	?	?
23	11%	29%	4%[2.33 µM]	5%
24	4%	3%	-8%[59 µM]	-15%

(more compounds)
cpd	Molecule	Anesthetic bind	POLK inh	APEX1 inh	Pol eta inh	BLM helicase inh
25	COc1ccc(C)cc1NC(=O)NNS(=O)(=O)c1ccc(NC(C)=O)cc1	-3%	-4%	-4%	2%	1%
26	COc1ccc(C2C3=C(OC(C)=O)c4ccccc4C3=Nc3c2c(=O)n(C)c(=O)n3C)cc1 (stereo unspecified)	29%&-6%	-15%	-1%&1%	-21%	2%&-3%
27	Cc1ccc(S(=O)(=O)c2cn(C)c3cc(N4CCN(C)CC4)c(F)cc3c2=O)c(C)c1	-11%	0%	36%	-13%	4%
28	Nc1ccccc1C(=O)N1O[C@@H]2C=C[C@H]1CC2	/	4%	6%	-20%	/
29	CC1CC(C)CN(S(=O)(=O)c2ccc(NC(=O)C3COc4ccccc4O3)cc2)C1 (stereo unspecified)	-14%	0%	0%	-17%	-8%
30	CN(C)c1cccc2c1c(NC(=O)c1ccc(F)cc1)nn2C	-2%	-12%	4%	35%[activator]	-8%
31	CCS(=O)(=O)N1CCc2cc(C(=O)Nc3cc(OC)c(Cl)cc3OC)ccc21	-16%	-9%	/	-15%	-3%
32	CCCOc1ccc(-c2nonc2NC(=O)COc2ccc(C)cc2)cc1OCCC	2%	17%	/	-20%	0%
33	COc1ccc(C(C)NC(=O)C2C(=O)NC3(C)CC2c2ccccc2O3)cc1 (stereo unspecified)	-13%	-9%	-2%	3%	-1%
34	O=C(COc1ccc(S(=O)(=O)N2CCOCC2)cc1)Nc1ccccc1F	/	7%	46%[activator]	-12%	/
35	CSCCC(NC(=O)COc1ccccc1)C(=O)O (stereo unspecified)	-1%	-4%	-1%	-18%	3%
36	COc1ccc(CCNC(=O)COC(=O)c2cccs2)cc1	/	1%	-4%	-21%	/

cpd	BAZ2B inh	POLB inh	G9a inh	POLI inh
25	-1%	21%	/	12%
26	16%&-16%	0%&12%	8%[59 µM]	12%
27	-30%	36%	-34%	37%[activator]
28	/	/	/	27%
29	-1%	0%	15%[59 µM]	43%[activator]
30	-9%	2%	-32%	109%[activator]
31	?	-28%	-44%[59 µM]	31%[activator]
32	1%	17%	2%[59 µM]	11%
33	-3%	2%	-3%	20%
34	-20%	/	-1%	0%
35	-5%	-1%	-46%	-8%
36	11%	/	-3%	61%[activator]

(more compounds)
cpd	Molecule	Anesthetic bind	POLK inh	APEX1 inh	Pol eta inh	BLM helicase inh
37	CCn1cc2nc(SCc3ccccc3F)n(Cc3ccc(C)cc3)c(=O)c2n1	-14%	29%	/	0%	-8%
38	CSC(=NC#N)N1CCN(c2ccccc2)CC1	-9%	-2%	15%	-23%	-1%
39	Cc1cc(OCCN2CCCCCC2)ccc1[N+](=O)[O-]	2%	-13%[60.1 µM]	-4%	-26%	7%
40	CCCC(C)C(=O)OCC(=O)Nc1c(Br)cc(C)cc1Br (stereo unspecified)	-7%	-10%	2%	-22%	-1%
41	O=[N+]([O-])c1ccc(N2CCN(S(=O)(=O)c3ccccc3)CC2)cc1NCc1cccnc1	8%	-1%	-1%	-11%	2%
42	CN(C)/C=C/C(=O)c1nn(-c2ccc(F)cc2)ccc1=O	0%	-2%	4%	-5%	-1%
43	COc1ccc(-c2[nH]ncc2CNCCCSC)cc1F	-6%	10%	1%	-2%	-2%
44	Cc1cccc(NC(=O)CCNS(=O)(=O)c2ccc3c(c2)CCN3C(=O)C2CC2)c1	-7%	2%[60.1 µM]	/	-9%	-1%
45	CCC(CCC(=O)NNC(=O)Cc1ccc([N+](=O)[O-])cc1)C(=O)O (stereo unspecified)	3%	3%	4%	-12%	-4%
46	CCCCOc1ccc(CNC(=O)c2cnc3sc(N4CCCC4)nn3c2=O)cc1	-7%	-19%	/	-14%	3%
47	CCOC(=O)Cc1csc(NC(=O)CCC(=O)O)n1	1%	12%	1%	-6%	3%
48	O=C(c1cccc(C(F)(F)F)c1)c1c[nH]c(C(=O)NCC2CCCO2)c1 (stereo unspecified)	-7%	-8%	-2%	-4%	-5%

cpd	BAZ2B inh	POLB inh	G9a inh	POLI inh
37	-2%	1%	-7%[59 µM]	0%
38	10%	13%	/	21%
39	56µM*	1%[57.1 µM]	25µM*	23%
40	-3%	2%	?	24%
41	-10%	3%	?	13%
42	-2%	3%	12%	8%
43	-17%	-2%	4%	26%
44	2%	0%	-7%[59 µM]	1%
45	-10%	-19%	0%	9%
46	-9%	-23%	13%[59 µM]	4%
47	-23%	4%	/	15%
48	-21%	-1%	-5%	46%[activator]

Structures listed so far with a thiophene ring, fused or not (2):
cpd	Molecule	Anesthetic bind	POLK inh	APEX1 inh	Pol eta inh	BLM helicase inh
5	CCc1cc2c(NCC(=O)O)ncnc2s1	-13%	-2%	18%	-12%	-3%
36	COc1ccc(CCNC(=O)COC(=O)c2cccs2)cc1	/	1%	-4%	-21%	/

cpd	BAZ2B inh	POLB inh	G9a inh	POLI inh
5	-2%	-1%	?	10%
36	11%	/	-3%	61%[activator]
